Assay outcomes: PubChem BioAssay, several laboratories
H9c2 protect: myocardial damage modulation in H9c2 cells | H9c2 cardiomyocytes, H2O2 injury protection, ATPLite, 2 h | protection from H2O2 cell death, % at 20 µM | 0.63% of 360,000 active | AID 588492;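 active means compounds giving at least 50% protection of heart cells from peroxide-induced death in the single-dose screen, raw or plate-pattern-corrected value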;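 further: 0% = DMSO wells with peroxide and 100% = DMSO wells without peroxide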
hiPSC survival: hiPSC single-cell survival enhancement; survival enhancement, % at 20 µM; 0.044% of 360,000 active; AID 602274; ATPlite luminescence; 100% = ROCK inhibitor wells, 0% = DMSO; in the data active means survival enhancement above about 18%;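 further: cells exposed to compounds for 16 hours before the ATP read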
CaV13 FRET inh: Disruptors of the CACNA1D IQ motif to Ca2+-dependent inactivation inhibitor domain association, primary screening, Förster resonance energy transfer in intact living …; HEK cells, CFP/YFP FRET ICDI-IQ, plate reader, 10 min; percent FRET-ratio fall versus neutral wells; inhibition, % at 12.3 µM; 0.098% of 340,000 active; AID 743397;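 active means mean replicate inhibition of at least 30% and at least 1% of replicates passing that level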;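 further: 0% = median of the neutral control wells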
HIF-2a block: inhibitors of HIF-2a; inhibition, % at 18.8 µM; 786-0 RCC cells HIF-2a reporter, luciferase luminescence, overnight; 0.72% of 360,000 active;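 active means inhibition of the luminescence signal of 40% or more relative to plate controls, in a single-dose primary screen at 18.75 µM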
Peg3 prom inh: inhibitors of Peg3 promoter. HeLa PEG-Prom luciferase reporter, luminescence, overnight. inhibition, % at 20 µM. 1.7% of 360,000 active. AID 588405;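 active means inhibition of at least 50% at 20 µM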
PDI turbidity: PDI (human) enzyme inhibition; P07237; PDI insulin aggregation turbidity, A650, 90 min; inhibition, % at 10 µM; 0.052% of 350,000 active; AID 588391;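 active means mean inhibition across replicates of 30% or more, whatever share of single replicates reach that level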;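 further: absorbance from insulin aggregation driven by PDI reduction with DTT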
Target sequence (P07237 whole entry, looked up): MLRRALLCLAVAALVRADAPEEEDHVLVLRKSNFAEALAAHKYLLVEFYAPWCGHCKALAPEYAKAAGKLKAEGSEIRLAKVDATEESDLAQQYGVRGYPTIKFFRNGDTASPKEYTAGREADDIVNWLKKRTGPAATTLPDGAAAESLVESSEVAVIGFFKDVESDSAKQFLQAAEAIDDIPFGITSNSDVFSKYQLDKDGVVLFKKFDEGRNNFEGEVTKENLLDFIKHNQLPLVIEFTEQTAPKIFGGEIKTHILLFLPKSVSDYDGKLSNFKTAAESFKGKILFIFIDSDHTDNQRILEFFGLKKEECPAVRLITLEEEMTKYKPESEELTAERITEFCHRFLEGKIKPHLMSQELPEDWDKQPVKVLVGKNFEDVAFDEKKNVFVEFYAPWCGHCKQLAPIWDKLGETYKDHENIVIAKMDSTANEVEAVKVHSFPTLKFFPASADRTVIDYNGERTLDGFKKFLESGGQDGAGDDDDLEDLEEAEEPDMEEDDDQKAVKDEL
Shn3 inh set2: reduces Shn3 3'UTR luciferase signal in osteoblasts; AID 588674; inhibition, % at 12.5 µM; 0.52% of 360,000 active; Clone20 osteoblast Shn3 3'UTR firefly luciferase, 24 h;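 active means mean inhibition of at least 75% with every replicate also reaching 75%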;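 further: 0% = median of neutral control wells and 100% = pilot-screen positive control compound; some compounds past the cut are filed as inactive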
NR2E3 ag-1: activates human photoreceptor nuclear receptor NR2E3. Q9Y5X4. GST-NR2E3/biotin-RetCOR TR-FRET, 1536-well. inhibition of corepressor binding, % at 4.78 µM. 0.12% of 320,000 active. AID 2300;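 active means percent inhibition above the cutoff of mean plus 3 SD of all tested compounds, set per screening campaign, cut at about 20% in these data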;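 further: 0% = DMSO wells and 100% = biotin wells as full block of FRET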
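Material: NR2E3–RetCOR corepressor complex | Quantity: 1.35 nM GST-tagged NR2E3 final | Schedule: 5 h at 4 °C | Replication: Singlicate compound wells | Reagent: RetCOR corepressor, biotinylated, 7 nM | Controls: Biotin wells as high control, 0.6% DMSO wells as low control | Signal: TR-FRET, Eu(K)-anti-GST donor, streptavidin-D2 acceptor, ex 340, em 617/671 nm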
MITF TRPM1 inh: inhibitors of MITF-driven TRPM1 promoter in melanoma cells; 0.83% of 330,000 active; SK-MEL-5 TRPM1 promoter luciferase, 24 h; inhibition, % at 12.5 µM;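 active means mean inhibition across replicates of 60% or more, whatever share of single replicates reaches that level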; further: values of inactives mirror those of a sister screen read the other way
NR2E3 ag-2: activates human NR2E3 receptor | AID 602229 | Q9Y5X4 | CHO-S Gal4-NCOR/VP16-NR2E3 two-hybrid, luciferase | 0.35% of 360,000 active | inhibition of corepressor binding, % at 3.98 µM;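 active means inhibition above the mean of all tested compounds plus 3 SD, cut at about 70% in these data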;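 further: 0% = DMSO with NR2E3 transfected cells and 100% = cells lacking NR2E3 construct; higher means lower luciferase signal from less NR2E3 corepressor binding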
HTR2A ag: activates the mouse 5-HT2A serotonin receptor; P35363; CHO-K1 mHTR2A beta-arrestin complementation, luminescence; percent of 30 µM serotonin response; activation, % at 7.6 µM; 0.66% of 360,000 active; AID 624169;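 active means activation above a run cutoff, the mean activation of all tested compounds plus 3 SD, cut at about 14% in these data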;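 further: 0% = plate median of compound wells and 100% = 30 µM serotonin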
Target sequence (P35363 whole entry, looked up): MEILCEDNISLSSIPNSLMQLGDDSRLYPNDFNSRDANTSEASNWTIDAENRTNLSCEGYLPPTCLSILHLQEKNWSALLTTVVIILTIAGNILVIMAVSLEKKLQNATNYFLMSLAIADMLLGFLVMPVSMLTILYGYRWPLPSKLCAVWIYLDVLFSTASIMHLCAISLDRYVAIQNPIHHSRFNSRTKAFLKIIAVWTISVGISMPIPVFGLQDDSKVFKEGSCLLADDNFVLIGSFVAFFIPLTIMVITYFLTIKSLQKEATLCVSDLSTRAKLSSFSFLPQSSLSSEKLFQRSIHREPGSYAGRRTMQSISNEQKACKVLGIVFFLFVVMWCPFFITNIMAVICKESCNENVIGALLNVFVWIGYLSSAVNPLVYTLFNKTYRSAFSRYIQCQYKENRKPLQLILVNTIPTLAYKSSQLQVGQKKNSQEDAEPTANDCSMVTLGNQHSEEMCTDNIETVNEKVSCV
* = called active by the depositor; / = not tested or not shown.

SMILES	H9c2 protect	hiPSC survival	CaV13 FRET inh	HIF-2a block	Peg3 prom inh	PDI turbidity	Shn3 inh set2	NR2E3 ag-1	MITF TRPM1 inh	NR2E3 ag-2	HTR2A ag
COCC(=O)Nc1ccc(N2CCOCC2)c(S(=O)(=O)Nc2ccccc2OC)c1	1	0.3	-4	4	-13	17	1	/	-4	8	5
COC(=O)c1ccc(C(=O)OC)nc1	4	-1.3	-5	-1	18	-3	9	0	7	1	-3
Cc1ccc(NC(=O)CCc2ccc(S(=O)(=O)NC3CCCCC3)cc2)cc1	-19	-1.3	-5	4	19	3	22	4	2	-4	-2
O=C(NN=C1CCCC1)c1n[nH]c2c1CCCC2	-9	2.3	3	-131	-83	10	-124	-3	-15	-68	-7
COc1ccc(N(CC(=O)Nc2cccc(N(C)S(C)(=O)=O)c2)S(C)(=O)=O)cc1OC	2	-1.8	-10	10	18	-10	-2	4	2	17	1
Cc1ccc(NC(=O)C(c2ccccc2)N2CCN(CC(=O)N3CCOCC3)CC2)cc1Cl (stereo unspecified)	-4	-0.5	-12	-67	-16	16	-2	2	-10	9	-1
CC1(C)O[C@@H]2[C@H](O1)[C@@H](CO)O[C@H]2n1cnc2c(N)ncnc21	4	-0.8	-11	11	-69	0	-33	2	-1	13	2
COc1ccc(S(=O)(=O)N2CCC(C(=O)N[C@@H](C)C(=O)NC3CC3)CC2)cc1	-8	-0.6	-3	17	-4	-5	11	0	7	-7	2
CN=C(Nc1cccc(OC)c1)SC1CC(=O)N(c2ccc(C(=O)O)cc2)C1=O (stereo unspecified)	0	4.7	-8	2	9	-3	13	6	-11	-5	0
Cn1ncc2c(N)nc(NCCO)nc21	1	0.0	-5	13	3	-5	8	/	-8	11	5
CCn1cc(CN2CCN(CCc3ccccc3)C(CCO)C2)c(C)n1 (stereo unspecified)	2	1.9	-6	1	-9	3	-3	4	7	9	-3
O=C(NCCc1csc(-c2cccnc2)n1)c1cccc(Cl)c1	-2	0.3	-2	-37	1	7	22	-1	10	18	7
COC(OC)C1(CCc2ccccc2)NC(=O)NC1=O (stereo unspecified)	1	-0.8	-4	-1	8	1	3	/	6	18	-3
O=C(c1ccccc1C(=O)N(c1ccccc1)c1ccccc1)N1CCCCC1	12	0.1	-5	24	8	5	-27	-3	13	-9	0
CC(=O)Nc1ccc(N(C(=O)CNC(=O)c2cccs2)C(C(=O)NC(C)(C)C)c2ccccc2)cc1 (stereo unspecified)	7	0.2	8	19	12	1	2	5	2	-8	2
O=C(CNC(=O)c1ccccc1F)Nc1ccncc1	2	0.6	-6	-15	-6	2	10	1	3	-25	-5
COc1ccc(N2C(=O)C3CCCN3C2c2cccc(OC)c2OC)cc1 (stereo unspecified)	30	-1.0	-11	-10	-3	/	-8	0	12	-20	2
O=S(=O)(c1cc(Br)c(Cl)s1)N1CCCC1	-4	-0.5	4	17	17	-3	9	2	/	-2	3
COc1cccc(OCc2cc(C(=O)NCCN3CCCCC3CO)no2)c1 (stereo unspecified)	4	0.1	-6	-3	9	4	9	2	1	22	2
Cc1ccc(-n2ncc3c(=O)n(Cc4cccnc4)cnc32)cc1	-8	-0.4	-3	-36	-24	5	11	/	-11	-14	-7
Cc1ccccc1N=Nc1c(N)n[nH]c1N	4	-0.3	-9	-88	-42	1	-46	/	-16	12	1
FC(F)Oc1ccc(NC(=S)NC23CC4CC(CC(C4)C2)C3)cc1	-9	-0.7	-8	-152	-107	4	1	3	-4	-55	1
Cc1cccc(Cn2c(=O)n(-c3ccc(CC(=O)NCc4ccco4)cc3)c(=O)c3sccc32)c1	3	-2.0	-6	20	24	9	14	2	10	-1	-1
Cc1cc(NS(=O)(=O)c2ccc(NC(=O)Nc3cccc(C(F)(F)F)c3)cc2)no1	-3	0.7	-2	2	6	-1	-20	-3	0	-9	-6
CN(C)c1nc(N2CCN(c3ccccc3)CC2)c(C#N)c(=O)o1	3	-1.7	-3	6	-7	1	-1	-3	-8	-26	-2
Later entries
SMILES	H9c2 protect	hiPSC survival	CaV13 FRET inh	HIF-2a block	Peg3 prom inh	PDI turbidity	Shn3 inh set2	NR2E3 ag-1	MITF TRPM1 inh	NR2E3 ag-2	HTR2A ag
CCCNC(=O)C1(C)CCCN(Cc2c3ccccc3nn2C)C1 (stereo unspecified)	-7	-1.2	-6	6	0	1	-4	/	/	4	10
CN(C(=O)COC(=O)c1cc(-c2ccccc2Cl)nc2ccccc12)C1CCS(=O)(=O)C1 (stereo unspecified)	-2	1.2	/	8	-2	20	5	4	0	-10	1
CN1C(=O)CS(=O)c2ccc(C(=O)NC3CC3)cc21 (stereo unspecified)	10	-1.9	-2	0	-1	/	-9	0	4	-15	-2
N#Cc1cc2cc(Cl)ccc2[nH]c1=O	/	0.4	-6	10	/	/	/	/	/	-6	3
Cc1ccc(S(=O)(=O)Nc2ccccc2-c2ccccc2NS(=O)(=O)c2ccc(C)cc2)cc1	-23	-0.1	-2	13	33	-7	-4	1	7	45	-5
COc1cccc(-n2c(COc3ccc(C)cc3)nnc2SCC(N)=O)c1	-2	13	-9	13	19	5	8	0	-2	-10	3
CCC(CC)c1nnc(NC(=O)c2c(-c3ccccc3)noc2C)s1	-2	4.9	4	4	0	-1	-4	1	0	-6	12
COc1ccc(CN(C(=O)c2ccco2)c2ccc(C)c(C)c2)cc1	-7	-1.8	-7	-1	21	0	11	1	31	-30	-4
O=C(Nc1ccc(Br)cc1)c1ccc(N2C(=O)C3CCCCC3C2=O)cc1 (stereo unspecified)	-2	-0.5	/	4	9	18	-2	5	8	-16	1
COc1ccc2oc(C(=O)NC(C)c3ccccn3)c(C)c2c1 (stereo unspecified)	-1	-2.6	-3	-76	-37	-2	-8	/	-19	-20	-1
O=C(NCC1OCCCN1S(=O)(=O)c1cc(F)ccc1F)C(=O)NC1CCCCCC1 (stereo unspecified)	-4	1.3	-17	0	2	3	19	1	-10	-6	1
COC(=O)CNC(c1ccccc1)c1cc(Br)ccc1NC(=O)CNC(=O)OCc1ccccc1 (stereo unspecified)	-9	-1.8	/	14	27	-6	11	-2	6	-18	2
CCN(c1ccccc1)S(=O)(=O)c1ccc(N2CCN(c3ccc(OC)cc3)CC2)nc1	-14	-0.5	-2	13	8	-6	40	/	/	14	-1
Cc1ccc(NC(=O)N/C=C/c2ccco2)c(C)c1	-11	-0.2	-5	17	19	6	-2	3	-7	-5	2
CCn1c(CNC(=O)c2ccco2)nnc1SCCOc1ccccc1	8	0.6	-5	10	11	-5	10	2	3	-6	0
O=C(CN1CCCC1)N1c2ccccc2Sc2ccc(Cl)cc21	0	-0.5	-3	12	-15	-5	-105	/	1	-35	-4
Cn1nccc1NC(=O)CC1(CC(=O)O)CCCCC1	4	0.3	0	19	-3	9	-12	-2	/	-6	9
CC(=O)c1ccc(N2CCN(S(=O)(=O)c3cccc4nsnc34)CC2)cc1	1	2.1	-6	1	-7	-16	2	2	-2	9	1
NC(=O)Cn1c(O)c(N=NC(=O)CNC(=O)/C=C/c2ccccc2)c2ccccc21	-3	0.0	-2	6	-3	6	-5	0	0	-19	1
O=C(COC(=O)CCC(=O)c1ccc(F)cc1)Nc1ccc(N2CCOCC2)cc1	12	4.6	/	-8	-13	11	-10	0	-4	-22	-2
CC1(C)CC(NCCN2CCN(C3=CC(=C(C#N)C#N)CC(C)(C)C3)CC2)=CC(=C(C#N)C#N)C1	56*	1.4	-6	9	50*	5	-2	0	0	-18	1
O=S(=O)(NCC1CCC(NS(=O)(=O)c2c(F)cccc2F)CC1)c1ccc2c(c1)OCCO2 (stereo unspecified)	0	-2.2	-5	-12	2	-4	6	/	10	-6	-3
CC(C)C[C@@H](CN1CCC[C@@H]1CN1C(=O)C(=O)NC[C@@H]1Cc1ccccc1)N1C[C@H](Cc2ccc(O)cc2)N(CCc2ccccc2)C(=O)C1=O	-5	0.1	-5	7	-7	48*	0	/	6	-50	-5
CCN(CC)P(=O)(Nc1ccc([N+](=O)[O-])cc1)c1c(C)nn(CCC#N)c1NC(=O)c1ccc(Cl)cc1Cl (stereo unspecified)	-7	-0.1	-4	17	15	-3	1	-1	2	-9	-1
COc1ccccc1-c1nnc(SCC(=O)Nc2ccc(S(N)(=O)=O)cc2)n1C	-2	-3.0	-4	15	-4	0	3	2	14	-9	0

Entries of single compounds, quoted from the list. Screens in order: H9c2 protect, hiPSC survival, CaV13 FRET inh, HIF-2a block, Peg3 prom inh, PDI turbidity, Shn3 inh set2, NR2E3 ag-1, MITF TRPM1 inh, NR2E3 ag-2, HTR2A ag
Results for CCN(c1ccccc1)S(=O)(=O)c1ccc(N2CCN(c3ccc(OC)cc3)CC2)nc1 : -14, -0.5, -2, 13, 8, -6, 40, /, /, 14, -1
Results for O=C(COC(=O)CCC(=O)c1ccc(F)cc1)Nc1ccc(N2CCOCC2)cc1 : 12, 4.6, /, -8, -13, 11, -10, 0, -4, -22, -2
Results for COc1ccccc1-c1nnc(SCC(=O)Nc2ccc(S(N)(=O)=O)cc2)n1C : -2, -3.0, -4, 15, -4, 0, 3, 2, 14, -9, 0

Additional results follow.
SMILES	H9c2 protect	hiPSC survival	CaV13 FRET inh	HIF-2a block	Peg3 prom inh	PDI turbidity	Shn3 inh set2	NR2E3 ag-1	MITF TRPM1 inh	NR2E3 ag-2	HTR2A ag
COc1ccc(C2NC(=O)NC(O)(C(F)(F)F)C2C(=O)c2ccc(C)cc2)cc1 (stereo unspecified)	6	0.8	/	0	11	5	5	1	5	-2	-2
NC(=S)N/N=C/c1c(O)c(Br)cc2oc3c(c12)CCCC3	34	0.0	4	22	44	0	3	-2	13	16	2
CCCN(CC(=O)Nc1ccccc1C)C(=O)c1cnc(C)cn1	-2	-0.4	-6	1	5	3	0	/	1	15	7
O=C(Nc1nc(-c2ccccc2)cs1)Nc1ccc(F)cc1F	-22	-0.4	4	-141	-80	5	22	-4	-12	-19	-8
CCOc1ccc(C(CC(=O)O)NC(=O)COc2ccccc2OC)cc1OC (stereo unspecified)	-8	0.3	-5	13	16	1	-26	2	6	-13	-1
CCCCN(C)S(=O)(=O)c1ccc(C(=O)N=c2sc3cc(NC(C)=O)ccc3n2C)cc1	-5	0.2	-5	1	15	1	4	-1	-1	0	0
CCOc1ccc(NC(=O)C2CCCN(S(=O)(=O)c3ccc4[nH]c(=O)ccc4c3)C2)cc1 (stereo unspecified)	-12	1.0	-5	9	20	0	-8	0	22	-8	8
Cc1cn(CC(=O)NCc2nc3ccccc3[nH]2)c(=O)[nH]c1=O	/	-0.6	-6	0	/	/	/	/	/	-15	-2
Cc1cc(-c2nn(-c3ccccc3)cc2/C=C2\SC(N)=NC2=O)ccc1OC(C)C	-9	3.5	-6	4	78*	-3	8	-2	-6	-11	-2
NC(CC(=O)NC(c1ccccc1)(c1ccccc1)c1ccccc1)C(=O)O (stereo unspecified)	0	-1.0	-14	22	10	-15	-15	1	-11	-23	-3
CCOC(=O)Cc1csc(NC(=O)CCS(=O)(=O)Cc2ccccc2)n1	-7	0.8	-8	-7	12	-2	-24	0	3	-8	-6
